Screens as filed in PubChem BioAssay.
zVAD death inh: inhibitors of zVAD-triggered necroptosis, primary screen, L929 cells | L929 zVAD necroptosis rescue, ATP luminescence, 24 h; with zVAD 60 µM | viability rescue, % at 10 µM | 0.38% of 220,000 active | AID 1377, 2008;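 active = activation, scaled between plate controls, above about 75%, limit read from the data; inactive = activation under that limit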;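 note: 0% = zVAD with DMSO and 100% = DMSO alone without zVAD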
EP2 antag: human EP2 receptor antagonists, primary screen, TR-FRET cAMP, C6 glioma cells; C6 glioma cells expressing human EP2; cells stimulated with saturating PGE2; inhibition, % at 25 µM; Prostaglandin E2 receptor EP2 subtype (Homo sapiens), P43116; AID 1422, 2008; 0.52% of 260,000 active;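 active = percent inhibition above 40 after rounding to a whole number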;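 note: rat C6 glioma host cells with rolipram phosphodiesterase inhibitor present; the protocol text gives 20 µM as final concentration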
Target sequence (P43116 whole entry, looked up): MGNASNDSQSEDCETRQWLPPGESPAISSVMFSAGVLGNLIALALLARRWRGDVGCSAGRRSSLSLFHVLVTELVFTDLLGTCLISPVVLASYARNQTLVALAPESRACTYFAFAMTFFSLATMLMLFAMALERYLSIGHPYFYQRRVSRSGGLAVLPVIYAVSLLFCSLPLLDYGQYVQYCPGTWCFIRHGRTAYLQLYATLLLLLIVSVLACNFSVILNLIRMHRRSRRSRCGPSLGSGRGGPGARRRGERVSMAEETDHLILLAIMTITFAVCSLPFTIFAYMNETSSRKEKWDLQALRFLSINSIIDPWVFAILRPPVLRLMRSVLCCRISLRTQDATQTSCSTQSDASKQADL
Runt-CBFb FRET: inhibitors of RUNX1 Runt–CBFb binding, primary screen, biochemical, FRET, Cerulean-Runt, Venus-CBFb, uHTS. Runt-related transcription factor 1 (Homo sapiens) + Core-binding factor subunit beta …. Cerulean-Runt/Venus-CBFb FRET ratio 530/480, 1 h. inhibition, % at 20 µM. 0.46% of 220,000 active. AID 1496, 2009;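 active = inhibition over about 50% at 20 µM in the single-dose screen, limit read from the data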;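 note: 0% = DMSO wells and 100% = excess unlabeled CBFb competitor control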
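Reagent – Venus-CBFb binding partner, 100 nM · Assay system – Cerulean-tagged RUNX1 Runt domain (FRET donor) fusion protein · Input – 100 nM per protein · Incubation – two 1 h room-temperature incubations shielded from light · Measured by – FRET fluorescence · Medium – Tris buffer pH 7.5 with salts and BSA · Benchmarks – unlabeled CBFb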
Runt-SMMHC FRET: inhibitors of RUNX1 Runt–CBFb-SMMHC binding, primary screen, biochemical, FRET, Cerulean-Runt, Venus-CBFb-SMMHC, uHTS | Runt-related transcription factor 1 (Homo sapiens) + Core-binding factor subunit beta … | Cerulean-Runt/Venus-CBFb-SMMHC FRET ratio 530/480, 1 h | inhibition, % at 20 µM | 0.74% of 220,000 active | AID 1434, 2008;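 active = mean inhibition across duplicate retests at 20 µM reaching about 50%, limit read from the data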;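 note: 0% = DMSO wells and 100% = wells with excess untagged CBFb-SMMHC; inhibitors lower the FRET ratio by blocking Runt binding to CBFb-SMMHC; some results filed as inactive read as strong as hits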
Hck-Nef inh: inhibitors of Nef-activated human Hck kinase, primary screen, biochemical, Z-Lyte FRET, 384-well, Hck-YEEI; Tyrosine-protein kinase HCK (Homo sapiens), P08631; Recombinant Hck-YEEI plus Nef, Z-Lyte FRET kinase assay; inhibition, % at 20 µM; 0.68% of 220,000 active; AID 463187, 2010;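 active = Hck-Nef kinase inhibition above about 50%, limit read from the data; inactive = inhibition below that limit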;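 note: 0% = DMSO with Hck plus Nef and 100% = Hck alone without Nef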
Target sequence (P08631 whole entry, looked up): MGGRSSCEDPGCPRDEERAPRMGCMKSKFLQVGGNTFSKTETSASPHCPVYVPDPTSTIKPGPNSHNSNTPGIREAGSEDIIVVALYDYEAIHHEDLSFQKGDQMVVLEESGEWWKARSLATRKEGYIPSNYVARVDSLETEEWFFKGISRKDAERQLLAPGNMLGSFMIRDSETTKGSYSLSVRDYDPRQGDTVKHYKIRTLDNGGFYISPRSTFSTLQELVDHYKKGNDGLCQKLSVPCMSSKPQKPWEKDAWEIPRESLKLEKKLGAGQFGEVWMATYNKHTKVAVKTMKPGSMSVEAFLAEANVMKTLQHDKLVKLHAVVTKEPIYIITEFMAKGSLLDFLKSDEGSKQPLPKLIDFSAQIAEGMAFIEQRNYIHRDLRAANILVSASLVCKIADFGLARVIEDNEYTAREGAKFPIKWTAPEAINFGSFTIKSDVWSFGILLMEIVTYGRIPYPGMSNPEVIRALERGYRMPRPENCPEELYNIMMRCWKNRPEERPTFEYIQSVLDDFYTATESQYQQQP
RBBP9 inh: human RBBP9 inhibitors, primary screen, biochemical, fluorescence polarization, FP-Rh probe, HTS; 0.2% of 220,000 active; recombinant RBBP9; inhibition, % at 7.94 µM; AID 1515, 2009;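 active = inhibition above the campaign mean of all tested compounds plus 3 SD, cut at about 14% in these data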;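 note: plate controls were DMSO wells with RBBP9 for no effect and wells lacking RBBP9 protein for full effect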
Target sequence (O75884 whole entry, looked up): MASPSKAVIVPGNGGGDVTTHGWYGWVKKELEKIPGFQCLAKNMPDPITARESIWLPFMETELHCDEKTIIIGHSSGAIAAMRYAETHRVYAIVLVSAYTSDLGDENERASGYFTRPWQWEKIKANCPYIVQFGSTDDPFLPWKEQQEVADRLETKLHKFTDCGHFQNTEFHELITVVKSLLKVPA
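System: RBBP9 protein / Quantity: 2.5 µM RBBP9 dispensing solution, before mixing / Also added: Serine-hydrolase probe FP-Rh, 375 nM pre-mixing / Dosing: 7.94 µM single dose, 0.794% DMSO / Timing: enzyme-compound preincubation 30 min, then probe labeling 45 min, 25 °C / Signal: FP readout at 525/598 nm / Controls: DMSO-treated enzyme wells and wells lacking RBBP9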
EP2 modulator: EP2 receptor modulators, cAMP readout, primary screen, cell-based, HTRF cAMP, PGE2 stimulation | EP2-expressing cells, cAMP HTRF FRET, PGE2 co-stimulation | induction, % at 25 µM | 0.83% of 260,000 active | AID 940, 2007;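 active = compounds whose cAMP rise, as percent of the full-agonist control response, exceeds 60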;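 note: rat C6 glioma line stably carrying human EP2 under a CMV promoter; the protocol text gives 20 µM as final concentration; 100% = response of wells given 1 µM PGE2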
PERK inhibitor: block of dimerizer-induced PERK translation repression, primary screen, PERK inhibitor project, CHO PERK-DD cells, SEAP luminescence, HTS. inhibition, % at 5.6 µM. AID 1416, 2008. Eukaryotic translation initiation factor 2-alpha kinase 3 (Homo sapiens), Q9NZJ5. 0.17% of 220,000 active. CHO PERK-DD fusion, SEAP luminescence translation reporter;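 active = inhibition above the mean inhibition of all tested compounds plus 3 SD, set separately per screening campaign, cut at about 2.9% in these data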;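 note: PERK kinase domain activated by AP20187 dimerizer at 100 nM; 0% = DMSO with dimerizer and 100% = rapamycin at 8.4 µM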
TNF death inh: inhibitors of TNF-alpha triggered necroptosis, primary screen, cell-based, Jurkat FADD-/-, single concentration | Jurkat FADD-/- TNF necroptosis rescue, ATP luminescence, 24 h; 0 = TNF only, 100 = no-TNF cells | activation (protection from cell death), % at 10 µM | 0.068% of 220,000 active;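 active = activation, meaning protection from cell death, of at least 50% relative to plate controls; inactive = activation below 50%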;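 note: necroptosis triggered by 40 ng/mL TNF-alpha added together with compound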
Numbers without * were called inactive; . = no result given; & = joins results of further samples. The list is partial. The share of hits here may be higher or lower than overall.

cpd	mol	EP2 antag	RBBP9 inh	TNF death inh	PERK inhibitor	Hck-Nef inh	zVAD death inh	Runt-CBFb FRET	Runt-SMMHC FRET	EP2 modulator
1	O=C1NC(c2ccc(Br)cc2)Nc2sc3c(c21)CCC3 (stereo not given)	10	3	-0.9	0.3	0	0.5	10	-11	3
2	Cn1c(=O)c2[nH]c(SCC(=O)c3ccc(F)cc3)nc2n(C)c1=O	4	-11	1.9	1.3	10	0.3	8	14	-3
3	CSc1nc(C)c2c(n1)N(c1ccc(C(F)(F)F)cc1)CC2	15	-8	-0.5	1.0	3	0.5	2	4	24
4	CN(C)S(=O)(=O)Nc1ccc(Br)cc1F	9	4	0.9	1.6	4	0.5	2	-6	14
5	CCn1c(SCC(=O)N2CCCc3ccccc32)nnc1-c1ccoc1C	8	-1	1.7	-0.9	-4	-1.4	-3	-1	12
6	COc1cc(O)c(C(CC(=O)N2CCCC(C)C2)c2ccc3c(c2)OCO3)c(OC)c1 (stereo not given)	18	.	-0.4	.	24	1.0	2	3	14
7	COc1cc(-c2cc(C(=O)Nc3nc4ccccc4s3)c3ccccc3n2)cc(OC)c1OC	7	-5	0.9	-0.8	2	0.7	-11	-14	-9
8	Nc1nc[nH]c(=O)c1N=Cc1ccccc1	11	3	0.8	1.4	6	0.1	4	-7	-1
9	Cc1cc(C(=O)Nc2ccc3c(c2)OCCO3)c2ccccc2n1	6	3	-0.6	2.0	-3	1.2	0	2	-8
10	NC(=O)CCC(NC(=S)Nc1ccccc1)C(=O)O (stereo not given)	9	2	0.2	1.7	6	0.8	1	-1	-12
11	CCOC(=O)CNC(=S)NN(C)C	14	-9	1.5	0.2	6	-0.2	-3	-1	-11
12	CCN(CC)C(=O)CN1C(=O)NC2(CCc3ccccc3C2)C1=O (stereo not given)	2	4	1.1	0.5	3	6.7	2	2	30
13	CCCCC(=O)NCCc1cc2ccc(OC)cc2[nH]c1=O	6	-5	-1.2	0.5	0	0.0	-4	-1	31
14	Cc1ccc(NC2=NC(c3ccc(C)cc3)n3c(nc(C)cc3=O)N2)cc1 (stereo not given)	4	-16	-1.3	0.9	1	-0.1	-3	-1	-20
15	CCCNC(=O)Cn1c(=O)oc2ccccc21	9	-11	-0.5	0.5	0	-0.1	-1	0	-15
16	COc1ccc(S(=O)(=O)Cc2ccc(C(=O)NC3CC3)o2)cc1	4	-11	0.2	-1.0	0	1.6	-1	0	11
17	COc1ccc(CCNC(=O)C2CC(=O)N(C3CCCCCCC3)C2)cc1OC (stereo not given)	4	-7	-0.3	0.1	0	0.2	-2	2	19
18	Cc1ccc(-c2nn(CCC#N)cc2C=C(C#N)C#N)cc1	18	7	-2.8	2.6	1	-0.2	-1	-2	-29
19	COc1ccc(NC(=O)c2ccccc2N(Cc2ccccc2)S(C)(=O)=O)cc1	6	0	0.1	1.4	3	0.4	-1	3	15
20	CCCOc1ccc(N2CC(C(=O)NCCc3ccc(OC)c(OC)c3)CC2=O)cc1 (stereo not given)	2	7	0.2	1.7	8	-0.8	3	-5	8
21	C=CCN1N=C(c2ccc(NC(=O)c3ccccc3)cc2)CSC1=O	4	-5	0.3	0.2	19	6.9	1	-3	-32
22	CCCc1nc(N)c(C#N)c(-c2cccnc2)c1CC	12	-10	-0.8	-1.0	0	-1.1	0	-2	12
23	N#Cc1c(-c2cccs2)cc(-c2cccnc2)nc1N	10	-5	-2.4	-0.4	24	0.5	5	14	-35
24	N#Cc1cccc(NC(=O)Cc2ccccc2)c1	4	-8	25	0.2	15	-0.7	-1	-4	-7
25	Cc1ccc(S(=O)(=O)Nc2nc(C)c(C(=O)NNS(=O)(=O)c3ccccc3)s2)cc1	7	-4	0.2	1.5	9	-0.3	-1	-4	-11
26	Cc1cc(Nc2ncc(Cl)cc2Cl)n(-c2ccccn2)n1	10	2	5.4	1.2	-3	1.6	1	-7	7
27	Cc1onc(-c2ccccc2Cl)c1C(=O)Nc1nn[nH]n1	9	-1	1.2	0.0	-3	2.7	0	1	-2
28	CC(=O)Nc1ccc(NC(=O)C(C)Oc2ccccc2F)cc1 (stereo not given)	4	-11	-0.1	1.3	15	-1.2	1	9	40
29	CCCN1C(=O)C(NC(C)=O)c2ccccc21 (stereo not given)	4	0	1.0	0.0	0	-0.1	0	1	11
30	O=c1[nH]c2ccccc2n2c(=S)[nH]nc12	38	-9	3.3	0.8	-10	2.4	16	13	4
31	O=C(c1ccc(Br)o1)N1CCN(c2ccc3nnc(-c4ccc(F)cc4)n3n2)CC1	14	-1	-3.3	-0.4	17	0.6	-1	2	-12
32	Cc1ccccc1-c1nc(CN2CCC(C(=O)NC3CCN(Cc4ccccc4)CC3)CC2)c(C)o1	14	2	-5.9	-0.5	12	30	.	.	.
33	CCOC(=O)CSc1nnc(-c2c[nH]c3ccccc23)n1CC	10	1	1.1	1.2	2	2.6	3	-1	12
34	c1ccc(C2c3[nH]c4ccccc4c3CCN2Cc2cccn2-c2ccccn2)nc1 (stereo not given)	5	-5	1.8	-1.4	-6	-0.7	-2	-6	-2
35	COC(=O)c1c(NC(=O)CN2CCC3(O)CCCCC3C2c2ccccc2OC)sc(C)c1C (stereo not given)	5	3	2.7	-0.1	7	0.5	-2	0	19
36	O=C(Nc1ccc(N2CCOCC2)c(Cl)c1)c1ncn[nH]1	18	-6	-0.2	1.3	4	0.2	0	2	-7
37	COc1ccc2cc(CCNC(=O)C(C)C)c(=O)[nH]c2c1	11	-8	1.0	-0.3	-6	0.5	2	0	12
38	Cc1ccc(-c2nc(N)sc2CC(=O)OCC(=O)NCC2CCCO2)cc1 (stereo not given)	7	0	1.7	1.1	6	0.6	5	-2	-63
39	c1coc(-c2nc(-c3ccncc3)no2)c1	11	-9	-3.7	-0.1	0	-0.3	0	0	17
40	CN(CCc1ccccn1)S(=O)(=O)c1ccc2c3c(cccc13)C(=O)N2	13	4	-2.6	0.2	3	-0.8	14	23	7
41	COC(=O)c1ccccc1NC(=O)COc1ccccc1[N+](=O)[O-]	5	1	0.7	1.2	9	1.0	.	-2	-22
42	O=C(Cn1c(=O)sc2ccccc21)Nc1ccccc1C(=O)O	.	-6	0.8	1.8	-1	0.2	-3	3	4
43	Cc1ccc(-c2nn3nnnc3c3ccccc23)cc1C	6	-6	-1.7	0.4	1	0.3	6	-4	13
44	CSC1=NC(=O)/C(=C/c2ccc(SC)cc2)S1	11	-8	-11	-0.1	20	0.2	-5	-28	-68
45	CC(C)NC(=S)N/N=C/C1=CCC2CC1C2(C)C (stereo not given)	3	-5	-2.1	0.3	0	0.6	-1	2	48
46	O=S(=O)(c1ccc(Oc2ccc(S(=O)(=O)N(CCO)CCO)cc2)cc1)N(CCO)CCO	3	-6	1.6	1.0	21	0.9	0	1	-15
47	O=C1c2ccccc2-c2nnc(-c3ccc(O)cc3)cc21	9	3	-3.2	1.0	22	2.3	-2	2	-9
48	O=C(c1cc(COc2ccc3ncccc3c2)on1)N1CCCCCC1	10	3	-5.2	0.1	21	0.1	-1	1	-39
49	Cc1ccc(C(=O)NC(=S)N2CCN(c3ccc([N+](=O)[O-])cc3)CC2)cc1	4	2	-0.4	0.5	1	0.5	-2	1	-79
50	COc1ccc(NC(=O)CCS(=O)(=O)c2ccccc2Cl)cc1S(=O)(=O)Nc1ccc(Cl)cc1	18	-5	-2.5	-0.1	0	1.0	0	-1	-52

Next entries.
cpd	mol	EP2 antag	RBBP9 inh	TNF death inh	PERK inhibitor	Hck-Nef inh	zVAD death inh	Runt-CBFb FRET	Runt-SMMHC FRET	EP2 modulator
51	Cc1c(C)n(CCC#N)c2ccc(Cl)cc12	2	-7	1.5	0.2	4	0.4	-2	3	31
52	C[C@H](NC(=O)c1nc[nH]c1C(=O)NC1CCN(C(=O)OC(C)(C)C)CC1)C(=O)OCc1ccccc1	9	0	0.1	0.0	6	-0.7	-6	-2	13
53	CC1(C)Cc2nc3scc(NC(=O)c4ccccc4)c3cc2CO1	13	-6	2.0	-2.0	15	0.0	-1	-2	-41
54	S=c1[nH]nc(CCc2nc3ccccc3[nH]2)n1-c1cccc(Cl)c1	6	-11	-0.5	0.4	21	0.7	6	8	11
55	COc1ccc(NC(=O)CSc2nc(-c3ccncc3)nn2CC(=O)N2CCCC2)cc1	4&10	2	1.9	0.9	0	0.9	-2	-4	5&3
56	CCOc1ccc(N2C(=O)CC(N(CCc3ccc(S(N)(=O)=O)cc3)C(C)=O)C2=O)cc1 (stereo not given)	7	7	-0.5	-0.4	-2	0.9	0	-1	5
57	CCOC(=O)c1c(NC(=O)N/N=C/c2ccccc2OCC)sc(C(C)=O)c1C	6	-7	2.4	0.1	4	1.2	0	6	12
58	Cc1cccnc1NS(=O)(=O)c1cccc([N+](=O)[O-])c1	6	-14	0.9	1.1	2	0.7	1	3	12
59	C=C(C)Cn1c(N(CCO)Cc2ccccc2)nc2c1c(=O)[nH]c(=O)n2C	6	7	-1.7	-0.5	21	0.3	0	2	8
60	CC1CCCN(C(=S)NCCc2ccccc2)C1 (stereo not given)	12	-8	-0.2	0.3	0	0.2	.	0	-23
61	CCCCCn1nc(-c2ccccc2)c2nc3ccccc3nc21	8	-9	-2.3	0.8	-2	0.1	.	-84	33
62	C/C(=C\C(=O)c1ccc(Br)cc1)Nc1cccc(Cl)c1	10	-2	-1.0	-0.9	-2	-0.1	.	.	.
63	CCOC(=O)Nc1ccc2c(c1)N(C(=O)N1CCN(C)CC1)c1ccccc1CC2	9&10	-5	2.4	-0.1	22	-0.7	-1	4	-25&7
64	O=C(/C=C/c1ccc(Cl)cc1)NCCc1ccccc1	12	-3	3.4	0.2	2	2.0	0	-2	-76
65	CC1=CC(C)C(C(=O)O)C(C(=O)Nc2cccnc2)C1 (stereo not given)	4	0	0.9	1.0	15	0.9	3	-2	32
66	COC(=O)c1sccc1NC(=O)C1CC1	12	1	0.4	1.2	1	0.4	-1	-1	2
